HTR2A ag: mouse HTR2A agonism via beta-arrestin recruitment; P35363; CHO-K1 mHTR2A beta-arrestin complementation, luminescence; percent of 30 µM serotonin response; activation, % at 7.6 µM; hit rate 0.66% among 360,000;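 active = activation above a run cutoff, the mean activation of all tested compounds plus 3 SD, cut at about 14% in these data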;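 also: 0% = plate median of compound wells and 100% = 30 µM serotonin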
MITF TRPM1 inh: inhibitors of MITF-driven TRPM1 promoter in melanoma cells; hit rate 0.83% among 330,000; inhibition, % at 12.5 µM; AID 488899; SK-MEL-5 TRPM1 promoter luciferase, 24 h;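 active = mean inhibition across replicates of 60% or more, whatever share of single replicates reaches that level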; also: values of inactives mirror those of a sister screen read the other way
PDI inh: blocks human protein disulfide isomerase activity; AID 588391; PDI insulin aggregation turbidity, A650, 90 min; hit rate 0.052% among 350,000; P07237; inhibition, % at 10 µM;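 active = mean inhibition across replicates of 30% or more, whatever share of single replicates reach that level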;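 also: absorbance from insulin aggregation driven by PDI reduction with DTT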
Target sequence (P07237 whole entry, looked up): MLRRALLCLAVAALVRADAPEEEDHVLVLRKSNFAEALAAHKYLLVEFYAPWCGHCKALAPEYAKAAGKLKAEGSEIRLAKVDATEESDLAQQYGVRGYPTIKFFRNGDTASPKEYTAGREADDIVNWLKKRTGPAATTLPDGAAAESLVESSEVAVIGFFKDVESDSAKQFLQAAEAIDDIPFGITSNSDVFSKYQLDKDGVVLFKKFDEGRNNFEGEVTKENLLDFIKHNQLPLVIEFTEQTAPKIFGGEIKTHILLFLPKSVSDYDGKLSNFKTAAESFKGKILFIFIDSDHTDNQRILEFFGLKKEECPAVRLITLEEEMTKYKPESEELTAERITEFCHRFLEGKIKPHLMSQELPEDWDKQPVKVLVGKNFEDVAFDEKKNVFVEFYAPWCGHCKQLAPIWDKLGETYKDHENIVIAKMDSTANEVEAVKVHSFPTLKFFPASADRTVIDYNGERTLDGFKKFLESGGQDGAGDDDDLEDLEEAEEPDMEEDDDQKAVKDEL
NR2E3 ag-1: activates human photoreceptor nuclear receptor NR2E3; AID 2300; hit rate 0.12% among 320,000; Q9Y5X4; inhibition of corepressor binding, % at 4.78 µM; GST-NR2E3/biotin-RetCOR TR-FRET, 1536-well;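 active = percent inhibition above the cutoff of mean plus 3 SD of all tested compounds, set per screening campaign, cut at about 20% in these data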;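 also: 0% = DMSO wells and 100% = biotin wells as full block of FRET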
Target sequence (Q9Y5X4 whole entry, looked up): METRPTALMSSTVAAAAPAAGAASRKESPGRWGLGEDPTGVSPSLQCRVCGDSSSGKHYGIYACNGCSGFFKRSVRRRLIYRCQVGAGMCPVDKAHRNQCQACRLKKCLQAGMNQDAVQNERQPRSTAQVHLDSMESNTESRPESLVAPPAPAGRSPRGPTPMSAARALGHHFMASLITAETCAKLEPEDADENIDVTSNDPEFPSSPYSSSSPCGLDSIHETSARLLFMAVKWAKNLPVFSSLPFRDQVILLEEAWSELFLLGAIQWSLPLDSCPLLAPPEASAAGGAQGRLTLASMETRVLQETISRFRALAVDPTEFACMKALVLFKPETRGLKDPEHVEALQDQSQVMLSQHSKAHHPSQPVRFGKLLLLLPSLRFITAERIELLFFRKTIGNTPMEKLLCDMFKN
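Assay system: NR2E3–RetCOR corepressor complex. Quantity: 1.35 nM GST-NR2E3. Buffer or medium: pH 7.5 Tris-based buffer. Reagent: biotinylated RetCOR corepressor at 7 nM final. Schedule: 5 h at 4 °C. Detection: TR-FRET, emission read at 617 and 671 nm. Replicates: one well per compound, singlicate testing.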
Peg3 prom inh: Peg3 promoter activity inhibition; HeLa PEG-Prom luciferase reporter, luminescence, overnight; inhibition, % at 20 µM; hit rate 1.7% among 360,000;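 active = inhibition of at least 50% at 20 µM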
CaV13 FRET inh: Disruptors of the CACNA1D IQ motif to Ca2+-dependent inactivation inhibitor domain association, primary screening, Förster resonance energy transfer in intact living …. HEK cells, CFP/YFP FRET ICDI-IQ, plate reader, 10 min; percent FRET-ratio fall versus neutral wells. inhibition, % at 12.3 µM. hit rate 0.098% among 340,000;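 active = mean replicate inhibition of at least 30% and at least 1% of replicates passing that level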;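 also: 0% = median of the neutral control wells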
HIF-2a block: blocks HIF-2a reporter activity | 786-0 RCC cells HIF-2a reporter, luciferase luminescence, overnight | hit rate 0.72% among 360,000 | AID 624352 | inhibition, % at 18.8 µM;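 active = inhibition of the luminescence signal of 40% or more relative to plate controls, in a single-dose primary screen at 18.75 µM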
iPSC survival up: hiPSC single-cell survival enhancement; ATPlite luminescence; 100% = ROCK inhibitor wells, 0% = DMSO; AID 602274; survival enhancement, % at 20 µM; hit rate 0.044% among 360,000; in the data active = survival enhancement above about 18%;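 also: cells exposed to compounds for 16 hours before the ATP read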
Shn3 3UTR inh: Schnurri-3 reporter inhibition in Clone20 osteoblasts; inhibition, % at 12.5 µM; hit rate 0.52% among 360,000; Clone20 osteoblast Shn3 3'UTR firefly luciferase, 24 h; AID 588674;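 active = mean inhibition of at least 75% with every replicate also reaching 75%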;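 also: 0% = median of neutral control wells and 100% = pilot-screen positive control compound; some compounds past the cut are filed as inactive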
Cardio protect: modulators protecting cardiomyocytes from myocardial damage. H9c2 cardiomyocytes, H2O2 injury protection, ATPLite, 2 h. protection from H2O2 cell death, % at 20 µM. hit rate 0.63% among 360,000;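 active = compounds giving at least 50% protection of heart cells from peroxide-induced death in the single-dose screen, raw or plate-pattern-corrected value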;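 also: 0% = DMSO wells with peroxide and 100% = DMSO wells without peroxide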
NR2E3 ag-2: activates human NR2E3 receptor; AID 602229; CHO-S Gal4-NCOR/VP16-NR2E3 two-hybrid, luciferase; Q9Y5X4; inhibition of corepressor binding, % at 3.98 µM; hit rate 0.35% among 360,000;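 active = inhibition above the mean of all tested compounds plus 3 SD, cut at about 70% in these data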;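 also: 0% = DMSO with NR2E3 transfected cells and 100% = cells lacking NR2E3 construct; higher means lower luciferase signal from less NR2E3 corepressor binding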
An asterisk follows results filed as active; . = not tested or not shown.

SMILES	HTR2A ag	MITF TRPM1 inh	PDI inh	NR2E3 ag-1	Peg3 prom inh	CaV13 FRET inh	HIF-2a block	iPSC survival up	Shn3 3UTR inh	Cardio protect	NR2E3 ag-2
O=c1[nH]c(C2CCCN(S(=O)(=O)c3ccc(F)cc3)C2)nc2c1nnn2Cc1ccc(F)cc1 (stereo unspecified)	-4	7	-1	3	23	-5	23	-0.5	0	22	-26
CC1Sc2ccc(S(=O)(=O)N3CCC(C(=O)NCCc4ccccc4)CC3)cc2NC1=O (stereo unspecified)	0	-5	-3	0	-26	-13	-17	-0.4	65	-3	2
O=C(c1cc(-c2ccc(Br)cc2)nc2ccccc12)N1CCN(c2ccccc2O)CC1	-3	-15	8	2	-13	-6	-50	0.6	5	6	-2
O=C(O)CCc1ccc(S(=O)(=O)Nc2ccccc2C(=O)NCCc2ccccc2)cc1	-1	-49	-1	2	-239	-2	-167	0.4	-69	0	-101
Cc1ccc(NC(=O)CC(C(=O)O)c2ccccc2)cc1 (stereo unspecified)	3	0	-3	-1	24	-5	13	0.5	-24	0	31
COC(=O)Nc1csc2c1NC(=O)CCCC2	0	-5	3	4	7	-4	12	0.9	-1	0	-19
Cn1nc(C(=O)NCc2ccc(Cl)cc2)c2c1-c1ccccc1S(=O)(=O)C2	-7	-4	-7	-1	17	-7	26	-0.7	18	4	-8
O=C(N=NC(=O)c1ccc2c(O)n(CC3CCCO3)c(O)c2c1)c1cccnc1 (stereo unspecified)	-3	7	2	0	8	-4	18	-0.6	-13	-2	4
O=C(NNC(=O)c1ccncc1)c1ccncc1	1	-1	1	-4	6	-5	11	-1.0	0	0	2
Cc1ccc(OCCNC(=O)c2ccco2)cc1C	1	-24	7	4	-80	.	-76	0.8	-26	-7	-17
CCS(=O)(=O)N1Cc2ccccc2CC1C(=O)OCC(=O)Nc1ccc(SC(F)F)cc1 (stereo unspecified)	-4	-1	-1	2	1	-4	-5	-2.4	20	-5	10
CCCCNC(=O)c1ccc(CS(=O)(=O)c2cccc(C(F)(F)F)c2)o1	-3	2	1	-2	6	-4	16	4.7	7	3	4
CCN1CCN(C2=C(NS(=O)(=O)c3ccc(C)cc3)C(=O)c3ccccc3C2=O)CC1	-5	70*	8	-3	-29	-2	-41	0.2	-39	-8	2
O=C(Nc1ccccc1)N1CCC(C(=O)N2CCN(Cc3ccccc3)CC2)CC1	0	-3	4	3	-8	-6	-13	-0.1	-24	4	-3
COc1cc(OC)c(OC)cc1/C=N/NC(=O)c1cnccn1	1	-7	9	3	-9	-6	3	-0.7	1	3	-24
CCC(C)NC(=O)C1CC(c2cccc(OC)c2)=NO1 (stereo unspecified)	1	-2	4	-2	8	-3	17	-1.7	-1	-1	5
O=C(NC(=S)Nc1ccc(Cl)cc1)c1cncc(Br)c1	8	8	20	-2	-22	-21	-44	0.5	15	-8	-8
CC(C)(C(=O)N1CCC1(C)C(=O)Nc1ccccc1Br)c1ccccc1 (stereo unspecified)	-1	.	-5	.	13	-13	13	0.7	-7	0	-6
COc1ccc(C2=NN(CCC(=O)NCC3CCCO3)C(=O)CC2)cc1 (stereo unspecified)	-2	2	9	2	-9	-2	11	0.4	-17	-4	23
C=CCn1nc(C(=O)N2CCOCC2)cc1-c1sc(NC(=O)c2ccccc2)nc1C	2	.	-6	.	12	-9	6	1.7	70	-26	11
CC1(C)CC2CC(C)(CN2C(=O)c2cc(-c3ccccc3)on2)C1 (stereo unspecified)	10	4	12	1	13	-4	8	-0.3	12	-8	-43
Cc1nc(Cc2nnc(SCC(=O)N3c4ccccc4NC(=O)C3(C)C)o2)cs1	3	.	-3	.	10	-5	1	2.6	-2	8	-15
COc1ccc(C)cc1N1CC(C(=O)Nc2ccccc2N2CCCCC2)CC1=O (stereo unspecified)	-4	7	5	3	22	-3	15	0.5	9	-5	-2
COc1ccc(C2CC(C(F)(F)F)n3nc(C(=O)Nc4ccc5c(c4)OCO5)cc3N2)cc1 (stereo unspecified)	2	4	-6	5	4	.	10	0.6	8	0	-4
CC(=O)Nc1ccc(S(=O)(=O)N[C@@H](C)C(=O)N2CCN(c3ccccn3)CC2)cc1	4	-3	-5	2	-5	-4	-1	-0.4	3	-2	-32

No new results follow: eleven of the compounds above.
SMILES	HTR2A ag	MITF TRPM1 inh	PDI inh	NR2E3 ag-1	Peg3 prom inh	CaV13 FRET inh	HIF-2a block	iPSC survival up	Shn3 3UTR inh	Cardio protect	NR2E3 ag-2
COc1cc(OC)c(OC)cc1/C=N/NC(=O)c1cnccn1	1	-7	9	3	-9	-6	3	-0.7	1	3	-24
CCC(C)NC(=O)C1CC(c2cccc(OC)c2)=NO1 (stereo unspecified)	1	-2	4	-2	8	-3	17	-1.7	-1	-1	5
O=C(NC(=S)Nc1ccc(Cl)cc1)c1cncc(Br)c1	8	8	20	-2	-22	-21	-44	0.5	15	-8	-8
CC(C)(C(=O)N1CCC1(C)C(=O)Nc1ccccc1Br)c1ccccc1 (stereo unspecified)	-1	.	-5	.	13	-13	13	0.7	-7	0	-6
COc1ccc(C2=NN(CCC(=O)NCC3CCCO3)C(=O)CC2)cc1 (stereo unspecified)	-2	2	9	2	-9	-2	11	0.4	-17	-4	23
C=CCn1nc(C(=O)N2CCOCC2)cc1-c1sc(NC(=O)c2ccccc2)nc1C	2	.	-6	.	12	-9	6	1.7	70	-26	11
CC1(C)CC2CC(C)(CN2C(=O)c2cc(-c3ccccc3)on2)C1 (stereo unspecified)	10	4	12	1	13	-4	8	-0.3	12	-8	-43
Cc1nc(Cc2nnc(SCC(=O)N3c4ccccc4NC(=O)C3(C)C)o2)cs1	3	.	-3	.	10	-5	1	2.6	-2	8	-15
COc1ccc(C)cc1N1CC(C(=O)Nc2ccccc2N2CCCCC2)CC1=O (stereo unspecified)	-4	7	5	3	22	-3	15	0.5	9	-5	-2
COc1ccc(C2CC(C(F)(F)F)n3nc(C(=O)Nc4ccc5c(c4)OCO5)cc3N2)cc1 (stereo unspecified)	2	4	-6	5	4	.	10	0.6	8	0	-4
CC(=O)Nc1ccc(S(=O)(=O)N[C@@H](C)C(=O)N2CCN(c3ccccn3)CC2)cc1	4	-3	-5	2	-5	-4	-1	-0.4	3	-2	-32

Going on with the list.
SMILES	HTR2A ag	MITF TRPM1 inh	PDI inh	NR2E3 ag-1	Peg3 prom inh	CaV13 FRET inh	HIF-2a block	iPSC survival up	Shn3 3UTR inh	Cardio protect	NR2E3 ag-2
O=C(CSc1cccc[n+]1[O-])Nc1ccccc1C(F)(F)F	7	0	4	.	7	-6	7	1.0	-12	-3	-8
CC(=O)c1ccccc1NC(=O)COC(=O)/C=C/c1ccc(C)o1	0	-21	-5	0	5	-20	10	-0.4	-5	0	0
CCC1CCCCN1CC(C)(C)NS(=O)(=O)c1ccccc1 (stereo unspecified)	0	-6	-3	-1	18	-2	8	-0.7	-2	9	30
COC(=O)C1=C(C)OC(N)=C(C#N)C1C1CCCCC1 (stereo unspecified)	10	-2	-19	3	13	-8	5	1.2	3	6	12
Cc1ccc(CN2CCc3[nH]c(=S)[nH]c(=O)c3C2)cc1	-3	11	-2	-2	5	-6	16	-0.8	1	-2	15
COc1ccc(NC(=O)C2CCCN2C(=O)NC2CCCCC2)cc1OC (stereo unspecified)	-1	4	1	1	9	.	14	2.0	24	0	4
Cn1c(COc2ccc(Cl)cc2)nc2ccccc2c1=O	-5	6	2	4	-62	-5	-168	-0.1	-10	7	-36
CCOc1ccc(N2C(=O)CC(N(Cc3ccco3)C(=O)CCC(=O)O)C2=O)cc1 (stereo unspecified)	0	6	-2	-4	4	5	16	0.1	10	-11	-5
COc1ccccc1Nc1ccncc1[N+](=O)[O-]	4	2	-5	0	12	-5	18	-1.7	11	-5	0
CNC(=O)c1ccc(CNC(=O)OCc2ccccc2)cc1	-5	5	-1	0	0	0	-24	1.4	4	2	-22
Cc1cccc(N(CC(=O)N2CCc3ccccc3C2)S(C)(=O)=O)c1C	1	6	2	4	22	-3	20	0.4	1	1	17
Cc1ccc(OCCNC(=O)CCNS(=O)(=O)c2ccc(Br)cc2)cc1	6	0	-2	-1	13	-6	2	-0.5	-9	-3	7
CCc1c(C)[nH]n(-c2nc(-c3cccc([N+](=O)[O-])c3)cs2)c1=O	-3	-7	0	2	-6	-5	-14	-0.6	-19	1	-25
O=[N+]([O-])c1ccc(-c2cn(-c3ccccc3)c(=S)[nH]2)cc1	-2	-13	6	-4	-222	-4	-191	1.7	-5	2	-81
COc1cc2[nH]c(=S)nc(NCc3ccc(C)cc3)c2cc1OC	-2	3	-1	-2	-7	-20	11	-0.5	29	-1	-14
C=CCNc1cc(=O)n(Cc2ccccc2)c(=O)[nH]1	4	-9	-2	1	-1	-5	15	-0.3	10	-1	6
O=C(N/N=C/c1ccc2c(c1)OCO2)C(=O)N1CCCC1	1	-27	-3	-1	-92	-3	-154	-1.1	-40	-3	-18
O=C(N/N=C/C=C/c1ccco1)c1cccnc1	3	12	12	0	-6	.	-1	1.5	2	0	1
O=C(Nc1ccccc1)OC1CC2CC1C1CCCC21 (stereo unspecified)	-3	-69	3	-2	-266	-5	-312	-0.3	-119	-7	-139
Cc1ccccc1OCCCC(=O)Nc1nncs1	0	1	0	0	-4	3	6	2.8	-4	2	-6
O=C(Cc1ccccc1)Nc1ccccc1C(=O)Nc1ccccc1	-1	-2	-6	0	-1	-5	20	-0.7	-5	1	23
C[C@@H]1CN([C@H](C)CO)C(=O)CCCn2nncc2CO[C@@H]1CN(C)S(=O)(=O)c1ccc(Cl)cc1	-2	.	-5	.	-1	-4	-13	-2.9	-5	4	-5
CCOc1ccc(NC(=S)NC(=O)c2cncc(Br)c2)cc1	3	-8	-7	-2	-28	-5	-40	-0.5	-10	-2	-6
CC(C)NC(=O)C1(C)CCN1Cc1ccc(C(F)(F)F)cc1 (stereo unspecified)	-7	.	5	.	21	-10	8	-0.8	8	0	0
COc1ccc(C(=O)NCc2nc(C)c(C)s2)cc1OC1CCN(C(C)C)CC1	3	3	-5	-2	13	-11	14	0.1	5	10	-22
